Screens (PubChem BioAssay)
V1R ag counter = counter-screen for oxytocin receptor agonists: human V1a receptor agonists; activation, % at 3 µM; P37288; hit rate 0.25% among 320,000; CHO-V1R cells, Fluo-8 calcium fluorescence, agonist mode; 0% DMSO, 100% 3 nM vasopressin;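 active = activation above the mean activation of all tested compounds plus 3 SD, per screening run, cut at about 20% in these data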;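 note: signal is peak over basal fluorescence ratio across a 100 second FLIPR read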
HCV NS3 hel inh = inhibitors of Hepatitis C virus NS3 helicase; AID 1800; inhibition, % at 10.9 µM; NS3 helicase DNA unwinding, Cy5 molecular beacon fluorescence; hit rate 0.56% among 290,000;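 active = inhibition above the mean of all tested compounds plus 3 SD, set per campaign, cut at about 35% in these data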;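 note: 0% = DMSO wells and 100% = thioflavine S control wells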
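Control set: DMSO versus 110 µM thioflavine S; Material: NS3 helicase fragment of HCV; Measured by: Cy5 fluorescence at 0 and 60 min, beacon hairpin quenching; Read-out basis: percent inhibition from t60/t0 fluorescence ratio; Times: reaction time 60 min, 25 °C; Repeats: single replicate; Compound dosing: single dose, 10.9 µM nominal final, DMSO 0.8% final.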
VIM-2 inhibitor = blocks Pseudomonas aeruginosa VIM-2 metallo-beta-lactamase | purified VIM-2, nitrocefin hydrolysis, epi-absorbance fluorescence | inhibition, % at 5.6 µM | hit rate 0.89% among 290,000;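 active = inhibition above the mean of all tested compounds plus 3 SD, cutoff set per screening run, cut at about 7.5% in these data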;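 note: red hydrolysis product quenches plate fluorescence so inhibitors raise well fluorescence; 0% = enzyme with DMSO and 100% = DMSO without enzyme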
IMP-1 inhibitor = blocks Pseudomonas aeruginosa IMP-1 metallo-beta-lactamase | inhibition, % at 5.6 µM | hit rate 0.45% among 290,000 | purified IMP-1, nitrocefin hydrolysis, epi-absorbance fluorescence | AID 1556;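 active = inhibition above the mean plus 3 SD of all compounds in the same screening run, cut at about 4.5% in these data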;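 note: 0% = IMP-1 with DMSO and 100% = DMSO wells lacking enzyme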
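Test system: recombinant IMP-1 enzyme, purified / Medium: HEPES buffer pH 7.1 with ZnSO4 and Brij 35 / Doses: single dose, 5.6 µM / Times: 25 °C, 15 min preincubation, 25 min reaction / Detection: Epi-absorbance via hydrolysed-nitrocefin quenching of white-plate fluorescence, 480/530 nm, EDTA stop / Evaluation: percent inhibition from optical density relative to buffer-blank wells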
GPR7 antagonist = human neuropeptides B/W receptor 1 antagonism; inhibition, % at 4.4 µM; P48145; hit rate 1.1% among 290,000; GPR7-expressing cells, fluorescence antagonist assay; AID 1861; in the data active = inhibition above about 16%, passing the limit was not always enough;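 note: cells stimulated with the agonist NPW; 0% = agonist with vehicle and 100% = vehicle without agonist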
Target sequence (P48145 whole entry, looked up): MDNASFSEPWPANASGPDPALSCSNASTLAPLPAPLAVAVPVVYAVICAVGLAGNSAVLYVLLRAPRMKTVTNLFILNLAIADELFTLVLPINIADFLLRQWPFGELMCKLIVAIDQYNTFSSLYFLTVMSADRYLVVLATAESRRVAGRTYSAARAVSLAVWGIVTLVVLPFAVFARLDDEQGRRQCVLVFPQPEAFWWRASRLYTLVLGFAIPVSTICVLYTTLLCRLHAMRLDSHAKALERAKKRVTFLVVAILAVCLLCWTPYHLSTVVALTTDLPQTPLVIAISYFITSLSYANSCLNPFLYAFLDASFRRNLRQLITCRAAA
GalR3 antagonist = blocks the human galanin receptor 3; HEK293 GalR3-CNG cAMP membrane potential fluorescence; galR3 body fused to GalR1 C-terminus; inhibition, % at 3 µM; hit rate 0.44% among 360,000; AID 651719; O60755;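 active = inhibition above the screen-wide average plus 3 SD, cut at about 13% in these data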;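 note: forskolin and galanin both at EC90 stimulate the cells; cAMP rise reported by CNG channel membrane potential dye signal; 0% = forskolin plus galanin with DMSO and 100% = forskolin alone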
Target sequence (O60755 1-299 limits assumed): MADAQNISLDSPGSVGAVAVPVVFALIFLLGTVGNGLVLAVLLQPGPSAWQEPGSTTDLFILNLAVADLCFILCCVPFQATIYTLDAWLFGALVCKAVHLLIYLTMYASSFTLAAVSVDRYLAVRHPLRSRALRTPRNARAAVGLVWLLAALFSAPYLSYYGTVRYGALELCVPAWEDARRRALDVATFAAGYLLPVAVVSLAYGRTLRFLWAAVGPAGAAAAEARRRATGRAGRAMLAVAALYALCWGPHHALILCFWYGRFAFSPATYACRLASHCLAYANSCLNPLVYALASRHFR
FID counter = counter-screen for HCV NS3 helicase inhibitors: DNA intercalator displacement; AID 1845; DNA fluorescent intercalator displacement, fluorescence; inhibition, % at 7.9 µM; hit rate 0.17% among 290,000; in the data active = inhibition above about 37%;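 note: 0% = vehicle and 100% = reference compound; higher means more ethidium bromide displaced from hairpin DNA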
OXTR ag = human OXTR agonism. CHO-OTR cells, Fluo-8 calcium fluorescence; normalized: DMSO 0%, oxytocin 100%. activation, % at 3 µM. hit rate 0.32% among 320,000. AID 2435;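 active = activation above the mean of all tested compounds plus 3 SD, cutoff set per screening run, cut at about 20% in these data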;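 note: peak over basal fluorescence ratio from a 100 s FLIPR kinetic read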
PHOSPHO1 block = inhibitors of human PHOSPHO1 phosphatase | Q8TCT1 | recombinant PHOSPHO1, absorbance phosphatase assay | inhibition, % at 13.3 µM | hit rate 1.1% among 290,000 | AID 1565; in the data active = inhibition above about 60%
Target sequence (Q8TCT1 whole entry, looked up): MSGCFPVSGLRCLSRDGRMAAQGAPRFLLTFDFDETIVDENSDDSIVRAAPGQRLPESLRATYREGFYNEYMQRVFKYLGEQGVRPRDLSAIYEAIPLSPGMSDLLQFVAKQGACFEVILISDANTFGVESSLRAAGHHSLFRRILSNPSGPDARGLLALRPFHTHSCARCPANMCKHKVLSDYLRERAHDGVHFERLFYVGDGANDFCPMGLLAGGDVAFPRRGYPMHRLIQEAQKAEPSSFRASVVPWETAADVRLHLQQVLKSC
The depositor's hits bear a star; · = not tested or not shown. Outcome played no part in choosing rows. Share with any hit: about 4.3%.

Under each structure – V1R ag counter, HCV NS3 hel inh, VIM-2 inhibitor, IMP-1 inhibitor, GPR7 antagonist, GalR3 antagonist, FID counter, OXTR ag, PHOSPHO1 block
- [O-][n+]1c(/C=C/c2ccccc2)ccc2ccccc21
    ·, 7, -2.4, -2.2, -6, -5, -7, ·, 19
- CCc1cc(=O)oc2cc(C)cc(OC(C)C(=O)NCCCn3ccnc3)c12 (stereo unspecified)
    -0.6, 16, 36*, -3.2, -8, -3, -8, -0.1, 27
- O=C(COC(=O)c1n[nH]c2ccccc12)Nc1cccc(S(=O)(=O)N2CCOCC2)c1
    ·, -4, -0.7, -0.5, 1, -1, -11, ·, 4
- Cc1cccnc1CN1CCN(C(=O)c2cc(COc3ccc4ncccc4c3)on2)CC1
    9.6, 1, 48*, -3.1, -9, 5, -25, 12, 40
- O=C(Cn1nc(C(F)F)cc1C1CC1)NCCC1=CCCCC1
    -0.8, 9, -2.3, -3.2, 7, -1, -22, -2.0, 38
- CC(C)(C)OC(=O)CNC(=O)c1nc[nH]c1C(=O)N1CCN(c2ccccc2)CC1
    0.9, 8, -0.9, -2.2, -2, 0, -41, -0.5, -19
- COc1ccc(C)cc1NC(=O)C1CCN(S(C)(=O)=O)CC1
    -0.1, 0, 0.7, -2.5, -12, -6, -3, 0.3, 14
- COC(=O)c1cc(C(=O)Nc2cc(C)on2)cc([N+](=O)[O-])c1
    -0.4, 8, -1.5, -3.4, -15, 0, 1, 0.2, 3
- COc1ccc(Nc2cc3n(c(=O)n2)CCc2cc(OC)c(OC)cc2-3)c(C)c1
    -0.4, -19, -2.8, -3.5, -14, 40*, -28, -0.7, 28
- CCc1ccc(CN(C)CC(O)COc2cccc3ccccc23)cc1 (stereo unspecified)
    2.5, -55, 0.7, 0.8, 21, -12, 26, 2.3, -8
- COc1ccc2c(C)cc(SCC(=O)Nc3nsc(-c4ccc(C)cc4)n3)nc2c1
    -0.3, -3, -2.1, -2.1, -1, -3, -5, 1.0, -6
- CCOc1ccc(/C=N/n2cc(-c3ccccc3)[nH]c2=S)cc1
    -1.7, 11, -6.2, -5.5, -14, -3, -1, -2.5, -31
- CCOc1ccc(NC(=O)c2cccc(OC(=S)N3CCOCC3)c2)cc1
    3.9, 8, 2.3, -2.9, -7, -1, -10, 2.3, -21
- Cc1c(C(=O)O)sc2nc(CSc3ncc(C(F)(F)F)cc3Cl)[nH]c(=O)c12
    -0.1, 14, -3.2, -1.8, -15, 0, -15, 0.5, 2
- O=C(Nc1cccnc1)Nc1ccccn1
    -1.0, -4, -0.6, -2.5, 3, 1, 0, 0.4, 3
- O=C(NC1CCCCC1)c1cccnc1Sc1ccccc1Cl
    -0.2, -4, 0.1, -2.4, -11, -8, -27, 1.0, 11
- COc1ccc(NC(=O)CSC2=C(C#N)C(c3ccco3)C3=C(CCCC3=O)N2)c(OC)c1 (stereo unspecified)
    -1.4, 2, 0.4, 1.0, 3, -2, -2, -1.9, 19
- CCCCC1S/C(=N/N=C/c2cccs2)NC1=O (stereo unspecified)
    -0.1, -2, -3.5, -1.7, 2, -2, -8, -1.9, 12
- Cc1csc(N(C(=O)c2cccc(S(=O)(=O)N3CCCC3)c2)c2ccccc2)n1
    -0.5, 2, -4.3, -4.8, -7, -3, -8, -2.6, -16
- Cc1ccc(S(=O)(=O)CC(=O)NC(C)c2ccccc2)cc1 (stereo unspecified)
    0.3, 3, 1.3, 1.2, 1, -4, -6, -1.1, 33
- Cc1ccc(NC(=O)CCNS(=O)(=O)c2ccc3c(c2)oc(=O)n3C)cc1C
    0.7, -10, -4.0, -5.2, -1, -6, -2, 0.9, -22
- COc1ccc(C(=O)COc2ccccc2C(N)=O)cc1
    0.2, 1, -2.2, -2.2, -7, -2, -8, 0.0, 34
- CC(C)Sc1nsc2nc(=O)c(/C=C3\C=Nc4ccccc43)c(N)n12
    -0.6, 2, 0.3, -1.4, -10, -1, -10, -1.2, -99
- COc1ccc(OC)c(NC(=O)c2cc3sccc3n2C)c1
    -1.0, -12, -0.5, -0.5, -17, -5, -16, -0.9, -8
- CCOc1cccc(-c2c(C(=O)N/N=C/c3ccco3)nnn2-c2nonc2N)c1
    11, 1, -2.3, -0.5, -5, ·, -26, 4.7, 49
- NS(=O)(=O)c1ccc(CNS(=O)(=O)Cc2ccc(Cl)cc2)cc1
    -0.1, -7, -2.0, -2.4, 1, -6, 1, -0.3, 29
- CCc1ccc2nc(SCC(=O)N3CC(=O)Nc4ccccc43)c(C#N)cc2c1
    4.1, 0, -4.6, 0.8, -4, 0, -4, 1.0, 0
- COc1cccc(/C=N/NC(=O)c2cccc([N+](=O)[O-])c2)c1OS(=O)(=O)c1ccc(C)cc1
    -0.6, -4, -2.1, -2.0, 7, 0, -9, -1.2, 10
- CCCCNC(=O)/C(=C/c1ccccc1)NC(C)=O
    0.7, 1, -4.2, -3.7, -6, -4, -5, -1.4, 13
- O=C(C1=C[C@@H]2[C@H]3C(=O)N(c4ccccc4Cl)C(=O)[C@H]3[C@@H](C(=O)c3ccc(Cl)cc3)N2C=C1)c1ccccc1
    0.5, 27, -1.3, -0.2, 6, ·, -17, -0.2, 5
- O=c1[nH]c2cc3c(cc2cc1CN(Cc1cccnc1)C(=S)NCc1ccco1)OCCO3
    -0.7, 3, 18*, -1.8, 5, -5, -11, -2.1, 13
- Fc1cccc(Cl)c1CSc1nnc(CNc2ccccc2)o1
    0.6, -3, -3.1, -2.5, 2, -3, -22, -1.9, 22
- O=C(NCc1ccc(Cl)cc1)C(=O)Nc1nccs1
    0.4, 5, -0.7, -2.8, -10, -9, 4, -0.2, 27
- COC(=O)c1cn(NC(=O)c2cnccn2)c(=O)c2ccccc12
    0.6, 2, -3.6, -1.7, -5, -3, -8, 1.3, 12
- CCOC(=O)Cc1nn(C(C)C)c(=O)c2ccccc12
    -0.3, 2, -0.9, -2.3, -8, -2, -6, -1.1, 28
- CCOC(=O)c1cnc2cc(-c3ccc(Br)cc3)nn2c1C
    1.0, -2, -3.1, -4.5, -14, -8, -8, 0.8, 14
- CCOC(=O)CC(=O)COc1nc2cc3c(nc2o1)CCCC3
    0.5, 2, -1.5, -2.0, -12, -11, -13, -0.4, 44
- O=c1cnn(-c2ccccc2)c(-c2ccccc2)c1
    -1.2, -3, -0.6, -2.8, -11, -8, 6, -1.8, 9
- COc1cccc(CCc2nnc(CCC(=O)NCCc3cccc(C)n3)o2)c1
    3.5, -2, -0.1, -2.5, 5, -3, -13, 0.7, 41
- CN(C)C(C(=O)NC1CCCCC1)c1ccc(Cl)cc1 (stereo unspecified)
    0.5, 1, -2.8, -0.9, 9, -4, 10, 1.7, 1
- N#Cc1c(-c2ccccc2Cl)cc(-c2ccccc2)nc1Br
    1.3, 4, -3.4, -1.4, -3, -3, 2, -1.9, 16
- CN(C)C(/C=C/Nc1cccc([N+](=O)[O-])c1)=C(C#N)C#N
    0.6, 1, -2.7, -2.7, -11, -3, 5, 0.1, 3
- O=C(NCCC1=CCCCC1)C1CCN(C(=O)c2ccc(Br)cc2)CC1
    0.4, 15, -2.4, -3.0, -2, -6, -34, -0.7, -4
- C[C@@H](C(=O)Nc1ccc2ccccc2c1)[C@@H]1C[C@@]1(C)[C@@H](NC(=O)c1cnccn1)c1ccccc1
    -0.6, -32, 0.4, -1.8, 3, -4, -32, -1.4, 4
- CC(/C=N/Nc1nc(C)cc(C)n1)=C\c1ccc(C(C)C)cc1
    1.6, -5, -3.1, -1.6, -15, 0, -9, -0.8, -11
- CCOC(=O)N1CCN(C(=S)NC(=O)/C=C/c2ccc(C)cc2)CC1
    0.6, -6, -4.1, -3.3, -3, -2, -39, -1.3, -163
- CCc1nnc(NS(=O)(=O)c2ccc(N=Cc3c(C)[nH]n(-c4ccc(Cl)cc4)c3=O)cc2)s1
    0.9, 9, -5.2, -6.2, -7, 4, -4, -0.4, -10
- O=C(COC(=O)c1cc(Cl)ccc1[N+](=O)[O-])NCc1ccc(Cl)cc1Cl
    -1.1, 8, -2.1, -2.7, 5, -7, -4, -3.4, 13
- Cc1cc(N/N=C/c2ccccc2O)c2ccccc2n1
    -0.2, -16, 6.4, 0.3, 0, -2, 23, 2.1, 19
- O=S(=O)(NCC1CCCO1)c1ccc(S(=O)(=O)N(Cc2ccccn2)C2CC2)cc1 (stereo unspecified)
    3.9, 3, 2.6, -2.8, -8, 3, -23, 0.7, 1

The listing continues.
Under each structure – V1R ag counter, HCV NS3 hel inh, VIM-2 inhibitor, IMP-1 inhibitor, GPR7 antagonist, GalR3 antagonist, FID counter, OXTR ag, PHOSPHO1 block
- O=C(Cc1ccccc1)Nc1c[nH]c(=O)[nH]c1=O
    -0.7, -6, -0.8, -0.9, -5, -9, -2, -1.5, -2
- O=C(CN1C(=O)CSc2ccc(S(=O)(=O)N3CCOCC3)cc21)NCCCN1CCCCC1
    0.9, 3, -0.3, -1.0, -2, 7, 16, 0.3, 16
- CCOc1ccc(S(=O)(=O)NC2CC2)cc1
    -0.4, -1, -1.8, -2.3, -7, 11, 0, -0.2, 39
- Cn1c(C(=O)O)c(CC(=O)NCc2cccnc2)c2ccccc21
    1.1, -9, -2.7, -4.1, -6, 0, 5, -0.6, 42
- Cc1ccccc1NC(=O)c1c([N+](=O)[O-])cnn1C
    -0.2, 1, 0.6, -3.0, -11, -3, 0, 0.6, 34
- COc1ccc(N2CCN(C(=O)C3CC(=O)N(c4ccc(C)cc4)C3)CC2)cc1 (stereo unspecified)
    0.4, -1, -4.2, -2.1, -14, -4, -18, -2.2, 13
- CN(C)c1ccc(/C=C2\N=C(c3ccc(Cl)c([N+](=O)[O-])c3)NC2=O)cc1
    0.6, -2, -1.4, -0.7, 14, 8, 5, 1.3, 46
